Shiga toxin inh: A qHTS for Small Molecule Inhibitors of Shiga Toxin; Vero cells, Shiga toxin protein synthesis inhibition reporter; inhibition, % at 38.7 µM; hit rate 9.2% among 290,000; in the data active = inhibition mostly above about 28%, no sharp cut-off; inactive = mostly below about 43%; note: 0% is about no effect
Pf growth 96h: Primary qHTS for delayed death inhibitors of the malarial parasite plastid, 96 hour incubation; Potency, µM (titrated, usually from 28.7 µM), without a hit: at the highest dose activity change, negative = inhibition, most hits filed as inhibitors; hit rate 6.9% among 320,000; P. falciparum luciferase reporter growth, 96 h; note: potency is the fitted concentration of half-maximal effect; % is set by controls: 0 for no effect and ±100 for the full control effect
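Two-generation exposure (96 h) targets delayed-death phenotype. Reporter parasites carrying integrated firefly luciferase, in red cells at 2% hematocrit and 0.05% parasitemia final, kept at 37 C, 5% CO2; luminescence loss indicates inhibition.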
Giardia FBPA inh: qHTS Assay for Inhibitors of Fructose-1,6-bisphosphate Aldolase from Giardia Lamblia; Potency, µM (doses to about 59.6 µM), for inactives: at the highest dose activity, negative = inhibition, usual class: inhibitors; AID 2451, 2010; A8B2U2; hit rate 0.71% among 290,000; purified Giardia FBPA; note: potency is the fitted concentration of half-maximal effect; % is set by controls: 0 for no effect and ±100 for the full control effect; nearly all actives have a fitted effect of over 55% in size
Target sequence (A8B2U2 whole entry, looked up): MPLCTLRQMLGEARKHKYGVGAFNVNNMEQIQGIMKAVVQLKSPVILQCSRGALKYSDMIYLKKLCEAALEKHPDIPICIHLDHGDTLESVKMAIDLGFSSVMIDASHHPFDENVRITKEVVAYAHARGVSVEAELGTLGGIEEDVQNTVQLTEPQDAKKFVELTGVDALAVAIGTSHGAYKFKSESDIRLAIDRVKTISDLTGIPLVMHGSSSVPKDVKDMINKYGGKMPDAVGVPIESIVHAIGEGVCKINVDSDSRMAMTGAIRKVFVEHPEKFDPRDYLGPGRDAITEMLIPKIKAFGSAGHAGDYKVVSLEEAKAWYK
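40 nM FBPA preincubated 10 min at RT with compound (up to 57.5 uM final), then substrate plus GAPDH/TPI/NAD/arsenate coupling and diaphorase/resazurin added. Fluorescence read after 20 min at RT, 525/598 nm.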
CHX counter: Cycloheximide Counterscreen for Small Molecule Inhibitors of Shiga Toxin; cell reporter, cycloheximide protein synthesis inhibition counterscreen; max response, %; hit rate 12% among 300,000; AID 2314, 2010; in the data active = max response mostly above about 13%, no sharp cut-off; inactive = mostly below about 14%; note: read at 38.3 µM for the half of the compounds with a filed dose; 0% is about no effect
Pf growth 48h: Primary qHTS for delayed death inhibitors of the malarial parasite plastid, 48 hour incubation. P. falciparum luciferase growth in erythrocytes, 48 h. Potency, µM (series often up to 28.7 µM), inactives show at the highest dose activity change, negative = inhibition, hits mostly inhibitors. hit rate 5.9% among 310,000. AID 504832, 2011; note: potency is the fitted concentration of half-maximal effect; % is set by controls: 0 for no effect and ±100 for the full control effect
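Here the parasites carry a stable luciferase gene and grow inside erythrocytes in Albumax-based RPMI medium with compound for one erythrocytic cycle. Activity is scored as loss of luminescent signal.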
HCV inh: qHTS Assay for Inhibitors of Hepatitis C Virus (HCV); AID 651820, 2012; hit rate 3.4% among 340,000; Huh7.5.1 HCVcc-Cre infection, luciferase reporter, 44 h; Potency, µM (highest dose often 41.8 µM), for inactives: at the top dose activity change, negative = inhibition, actives largely listed as inhibitors; note: potency is the fitted concentration of half-maximal effect; % is set by controls: 0 for no effect and ±100 for the full control effect
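Whole-lifecycle infectious HCVcc-Cre system; cells 1,000/well, compound then virus (~0.5 moi) added 4 h after plating, 44 h culture. Luciferase read 15 sec following 15 min substrate incubation, room temp.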
Starred values were filed as active, the others as inactive; [ ] = remark or other dose. Unless noted, calls come from the whole dose curve; as a rule, active = well fitted curve in the direction sought with a large enough effect; inconclusive = small, poorly fitted or top-dose-only effect, or another doubt; inactive = no such curve, though single readings can be large; an effect the other way counts as inactive or inconclusive. The order is random; 24% or so of the library scored in one or more.

COc1ccc(-c2ccc(NS(=O)(=O)c3cc([N+](=O)[O-])ccc3C)cc2)nn1 was read as Shiga toxin inh -10, Pf growth 96h -27%, CHX counter -1, Pf growth 48h 8% and HCV inh 13%.
For Cc1cccc(/C(N)=N/OC(=O)c2ccoc2C)c1 the results were Shiga toxin inh 68*, Pf growth 96h 16%, Giardia FBPA inh 3%, CHX counter 38*, Pf growth 48h inconclusive and HCV inh -2%.
For O=C(C1CC(c2ccc(F)cc2)=NO1)N1CCN(Cc2ccccc2)CC1 (stereo unspecified) the results were Shiga toxin inh -9, Pf growth 96h inconclusive, Giardia FBPA inh 1%, CHX counter -5 and HCV inh -12%.
Screening COc1ccc(C)cc1S(=O)(=O)Nc1ccc(-n2c(C)nc3ccccc3c2=O)cc1 returned Pf growth 96h -16%, Pf growth 48h inconclusive and HCV inh -15%.
For CCCCC(CCCC)=N/N=C/c1c(O)n(CC)c2cc(C3=NNC(=O)CC3)ccc12 the results were Shiga toxin inh -3, Pf growth 96h 5%, Giardia FBPA inh -7%, CHX counter -2, Pf growth 48h -24% and HCV inh 6%.
Cc1c(NC(=O)C2C3C=CC(C3)C2C(=O)O)c(=O)n(-c2ccccc2)n1C (stereo unspecified) was read as Shiga toxin inh -12, Pf growth 96h 22%, Giardia FBPA inh 5%, CHX counter -3 and HCV inh 5%.
`COCCn1nnnc1C(C(C)C)N(Cc1ccccc1)Cc1cc2cc(OC)ccc2[nH]c1=O` (stereo unspecified) gave Shiga toxin inh -7, Pf growth 96h 222%[activator][5.75 µM], Giardia FBPA inh -22%, CHX counter 8, Pf growth 48h 8.3µM* and HCV inh inconclusive.
For O=C(COC(=O)CNC(=O)c1ccc([N+](=O)[O-])o1)Nc1ncc(Cl)cc1Cl the results were Pf growth 96h inconclusive, Pf growth 48h inconclusive and HCV inh -10%.
For O=C(O)c1ccc(S(=O)(=O)Nc2ccc3c(c2)OCCO3)cc1 the results were Shiga toxin inh 12, Pf growth 96h inconclusive, Giardia FBPA inh 16%, CHX counter 10, Pf growth 48h 21% and HCV inh 4%.
CC(C)c1onc(C(=O)NCc2ccc(F)cc2)c1[N+](=O)[O-] was read as Shiga toxin inh -5, Pf growth 96h inconclusive, Giardia FBPA inh 6%, CHX counter -3, Pf growth 48h inconclusive and HCV inh -1%.
`Cc1[nH]c2ccccc2c1C(=O)C(C)OC(=O)c1ccc(NC(=O)CC#N)cc1` (stereo unspecified) gave Pf growth 96h 3.3µM*, Pf growth 48h 3.7µM* and HCV inh -26%.
`CC(NC(=O)CSC1=NCCS1)c1ccccc1` (stereo unspecified) gave Shiga toxin inh -12, Pf growth 96h -18%, Giardia FBPA inh 0%, CHX counter -1, Pf growth 48h 15% and HCV inh 6%.
For COc1ccccc1NC(=O)c1ccc(NS(=O)(=O)c2ccc(F)c(F)c2F)cc1 the results were Shiga toxin inh 20, Pf growth 96h -7%, Giardia FBPA inh -2%, CHX counter 4, Pf growth 48h 20% and HCV inh 4%.
For O=C(CCCNC(=O)/C(=C/c1ccc(Br)cc1)NC(=O)c1ccccc1)OCc1ccccc1 the results were Shiga toxin inh 6, Pf growth 96h -1%, Giardia FBPA inh 4%, CHX counter -5, Pf growth 48h -10% and HCV inh inconclusive.
Screening CCN(CC(=O)NCc1cccs1)C(=O)/C=C/c1cccc(OC)c1OC returned Pf growth 96h -4%, Pf growth 48h -28% and HCV inh -1%.

Among those listed so far, 3 have fluorine:
For O=C(C1CC(c2ccc(F)cc2)=NO1)N1CCN(Cc2ccccc2)CC1 (stereo unspecified) the results were Shiga toxin inh -9, Pf growth 96h inconclusive, Giardia FBPA inh 1%, CHX counter -5 and HCV inh -12%.
CC(C)c1onc(C(=O)NCc2ccc(F)cc2)c1[N+](=O)[O-] was read as Shiga toxin inh -5, Pf growth 96h inconclusive, Giardia FBPA inh 6%, CHX counter -3, Pf growth 48h inconclusive and HCV inh -1%.
For COc1ccccc1NC(=O)c1ccc(NS(=O)(=O)c2ccc(F)c(F)c2F)cc1 the results were Shiga toxin inh 20, Pf growth 96h -7%, Giardia FBPA inh -2%, CHX counter 4, Pf growth 48h 20% and HCV inh 4%.

The main list resumes, starting 2 compounds before the break.
For O=C(CCCNC(=O)/C(=C/c1ccc(Br)cc1)NC(=O)c1ccccc1)OCc1ccccc1 the results were Shiga toxin inh 6, Pf growth 96h -1%, Giardia FBPA inh 4%, CHX counter -5, Pf growth 48h -10% and HCV inh inconclusive.
Screening CCN(CC(=O)NCc1cccs1)C(=O)/C=C/c1cccc(OC)c1OC returned Pf growth 96h -4%, Pf growth 48h -28% and HCV inh -1%.
COc1ccc(C)cc1S(=O)(=O)N(C)CC(=O)Nc1ccc2c(c1)OCCO2 was read as Shiga toxin inh -1, Pf growth 96h -1%, Giardia FBPA inh -5%, CHX counter -3, Pf growth 48h -19% and HCV inh inconclusive.
`Cc1ccc(CN2CCCC(C(=O)c3sccc3C)C2)o1` (stereo unspecified) gave Shiga toxin inh -4, Pf growth 96h inconclusive, Giardia FBPA inh -1%, CHX counter -1, Pf growth 48h 15% and HCV inh -22%.
For COc1ccc(-c2cccc(NS(=O)(=O)c3cc([N+](=O)[O-])ccc3C)c2)nn1 the results were Pf growth 96h 6%, Pf growth 48h 67%[activator] and HCV inh 32%[activator].
`Cc1ccc(CCNC(=O)C2CCCN2S(=O)(=O)c2ccc3c(c2)CCC(=O)N3)cc1` (stereo unspecified) gave Shiga toxin inh 12, Pf growth 96h 10%, Giardia FBPA inh 0%, CHX counter -1, Pf growth 48h inconclusive and HCV inh -6%.
Cc1ccc(-c2[nH]ncc2/C=N/n2c(COc3ccccc3)nc3ccccc3c2=O)cc1 was read as Shiga toxin inh 42, Pf growth 96h 10µM*, Giardia FBPA inh 8%, CHX counter 29*, Pf growth 48h 12µM* and HCV inh 11µM*.
Screening CCCC(=O)Nc1cccc(NC(=S)NC(=O)C(C)Oc2ccc(Cl)cc2Cl)c1 (stereo unspecified) returned Shiga toxin inh 6, Pf growth 96h inconclusive, Giardia FBPA inh -14%, CHX counter 4, Pf growth 48h 7% and HCV inh -1%.
`Cc1cccc(NC(=O)C2c3ccccc3Oc3ccccc32)n1` gave Shiga toxin inh 18, Pf growth 96h 31%, Giardia FBPA inh 1%, CHX counter 11, Pf growth 48h inconclusive and HCV inh -4%.
CCOc1ccc(N/C=C/C(=O)c2ccc(C)cc2)c([N+](=O)[O-])c1 was read as Shiga toxin inh 64*, Pf growth 96h -12%, Giardia FBPA inh 8%, CHX counter 42*, Pf growth 48h 138%[activator] and HCV inh 3%.
`Cc1c(NC(=O)CC(=O)Nc2c(C)n(C)n(-c3ccccc3)c2=O)c(=O)n(-c2ccccc2)n1C` gave Shiga toxin inh -1, Pf growth 96h 31%[activator], Giardia FBPA inh 2%, CHX counter 1, Pf growth 48h 5% and HCV inh 31%[activator].
Screening CCOc1ccc(C2OC34CCCCC3C(C#N)(C#N)C2(C#N)C(=N)O4)cc1OC (stereo unspecified) returned Shiga toxin inh 10, Giardia FBPA inh inconclusive, CHX counter 6, Pf growth 48h 9% and HCV inh 2%.
For Cc1cc(Cl)nc2ccc(Cc3ccc4nc(Cl)cc(C)c4c3)cc12 the results were Shiga toxin inh -8, Pf growth 96h inconclusive, Giardia FBPA inh -1%, CHX counter 6, Pf growth 48h 2.6µM* and HCV inh 10µM*.
NC(=O)c1cccc(NC(=O)CCCCC(=O)Nc2cccc(C(N)=O)c2)c1 was read as Shiga toxin inh 4, Pf growth 96h 0%, Giardia FBPA inh 5%, CHX counter -3, Pf growth 48h 9% and HCV inh 17%.
`CCN1CCN(Cc2ccc(NC(=O)c3ccc(C)c(NC(=O)c4cc(-c5ccc(Br)cc5)n[nH]4)c3)cc2C(F)(F)F)CC1` gave Shiga toxin inh -3, Pf growth 96h 1.9µM*, Giardia FBPA inh 0%, CHX counter -2, Pf growth 48h 1µM* and HCV inh inconclusive.
Screening CCOC(=O)c1ccc(NC(=O)N2CCN(CCc3ccccc3)CC2)cc1 returned Shiga toxin inh 12, Giardia FBPA inh -1%, CHX counter 20*, Pf growth 48h inconclusive and HCV inh inconclusive.
Screening COc1ccc(N(CC(=O)NCc2ccccc2)C(=O)Cn2nnc(-c3ccccc3F)n2)cc1OC returned Shiga toxin inh -8, Pf growth 96h 6%, Giardia FBPA inh -9%, CHX counter -2, Pf growth 48h inconclusive and HCV inh -3%.
For Cc1c(C(=O)O)oc2ccc(S(=O)(=O)N(CC(C)C)CC(C)C)cc12 the results were Shiga toxin inh -2, Pf growth 96h 91%, Giardia FBPA inh inconclusive, CHX counter -4, Pf growth 48h 17% and HCV inh 9%.
`Cc1nc2c3ccccc3nc(NNC(=O)CCC(=O)NCCC(C)C)n2n1` gave Shiga toxin inh -7, Pf growth 96h 30%[activator], Giardia FBPA inh 6%, CHX counter 3, Pf growth 48h 22% and HCV inh 0%.
COc1cc(C)c(NC(c2ccccc2)c2ccccc2)cc1OC was read as Shiga toxin inh -6, Pf growth 96h -27%, Giardia FBPA inh -5%, CHX counter -3, Pf growth 48h -22% and HCV inh 8%.
For Cc1ccc(C(=O)c2coc3ccc(O)c(CN(C)C)c23)cc1 the results were Shiga toxin inh -1, Pf growth 96h inconclusive, Giardia FBPA inh inconclusive, CHX counter -1, Pf growth 48h inconclusive and HCV inh -7%.
Screening O=C(COC(=O)C1C2CC3OC(=O)C1C3C2)Nc1ccc(Cl)cc1 (stereo unspecified) returned Shiga toxin inh 6, Pf growth 96h 49%[activator], Giardia FBPA inh -5%, CHX counter 14, Pf growth 48h 5% and HCV inh 9%.
`CCc1ccc(NC(=O)CCc2c(C)nn(-c3ccc(N4CCCCC4)nn3)c2C)cc1` gave Shiga toxin inh 81*, Pf growth 96h 55%[activator], Giardia FBPA inh 5%, CHX counter 49*, Pf growth 48h 11% and HCV inh inconclusive.
`Cn1nnnc1SCc1ccc(Cl)cc1` gave Shiga toxin inh 12, Pf growth 96h -4%, Giardia FBPA inh 2%, CHX counter 2, Pf growth 48h inconclusive and HCV inh 17%.
For CCOc1ccc(-c2nonc2NC(=O)c2ccco2)cc1 the results were Shiga toxin inh -11, Pf growth 96h 10µM*, CHX counter -3, Pf growth 48h 0% and HCV inh 5%.
Screening CSc1ncccc1C(=O)N1CCCC(Nc2ccc(C)c(C)c2)C1 (stereo unspecified) returned Shiga toxin inh -5, Pf growth 96h 39%[activator], CHX counter -3, Pf growth 48h -18% and HCV inh -7%.

By substructure: the compounds so far containing bromine
For O=C(CCCNC(=O)/C(=C/c1ccc(Br)cc1)NC(=O)c1ccccc1)OCc1ccccc1 the results were Shiga toxin inh 6, Pf growth 96h -1%, Giardia FBPA inh 4%, CHX counter -5, Pf growth 48h -10% and HCV inh inconclusive.
`CCN1CCN(Cc2ccc(NC(=O)c3ccc(C)c(NC(=O)c4cc(-c5ccc(Br)cc5)n[nH]4)c3)cc2C(F)(F)F)CC1` gave Shiga toxin inh -3, Pf growth 96h 1.9µM*, Giardia FBPA inh 0%, CHX counter -2, Pf growth 48h 1µM* and HCV inh inconclusive.
